STAT1 activator – STAT1 signaling activators, primary screen, cell-based, HTS, luciferase reporter; NIH 3T3 STAT1-luciferase reporter, IFN-gamma, luminescence; 100% = IFN-gamma alone, no compound; activation (% of control), % at 5.5 µM; 200,000 compounds, 2.6% hits; AID 932, 2007;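 active = activation above the screen-wide mean activation plus 3 SD, cut at about 130% in these data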;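 also: raw ratio to IFN-gamma control signal so 100% means no change and 0% no light; values of inactives mirror those of a sister screen read the other way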
G6PDH CS – L. mesenteroides G6PDH inhibitors, counter-screen for G6PDH-coupled screening assays, biochemical, Leuconostoc mesenteroides enzyme; glucose-6-phosphate dehydrogenase [Leuconostoc mesenteroides]; 200,000 compounds, 0.12% hits; inhibition, % at 5 µM; Purified L. mesenteroides G6PDH, diaphorase/resazurin coupled fluorescence, 45 min; in the data active = inhibition above about 50%
STAT3 act – IL-6 driven STAT3 reporter potentiators, primary screen, U3A cells, luciferase, luminescence, MLSCN library; IL-6 STAT3-luciferase reporter; 100% = signal with IL-6 EC80 alone; activation (% of control), % at 5.6 µM; 190,000 compounds, 0.91% hits;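 active = activation above the screen-wide mean of compound activation plus 3 SD, cut at about 130% in these data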;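 also: 0% = background luminescence of wells with medium and substrate only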
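Test system: Human STAT1-deficient U3A cells with stable STAT3-luciferase reporter | Also added: Interleukin-6, 33 ng/mL | Timing: Compound pre-incubation 1 h before IL-6, then 6 h stimulation at 37 °C | Technique: Luciferase reporter luminescence | Read-out: Percent of IL-6-only median luminescence | Benchmarks: IL-6-only wells as 100% reference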
Hsp70 act – Hsp70 transcriptional activators, primary screen, cell-based, HeLa, Hsp70 promoter luciferase, luminescence, 10 µM; activation, % at 10 µM; AID 1203, 2008; 200,000 compounds, 0.04% hits; HeLa Hsp70 promoter luciferase reporter; scaled: vehicle 0, proteasome-inhibitor control 100%;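 active = activation above the mean across all tested compounds plus 3 SD, cutoff set per campaign, cut at about 5.5% in these data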;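 also: 100% = MG132 at 30 µM as the positive control and 0% = DMSO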
APP 5UTR inh – inhibitors of APP translation via 5'UTR reporter, primary screen, APP 5'UTR luciferase, SH-SY5Y cells; SH-SY5Y APP 5'UTR-luciferase reporter, luminescence; inhibition, % at 2 µM; 190,000 compounds, 0.82% hits; AID 1285, 2008;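 active = inhibition above a set limit, derived from the sample mean plus 3 SD, cut at about 45% in these data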; also: values of inactives mirror those of a sister screen read the other way
TLR4-MyD88 BLA – inhibitors of TLR4-MyD88 association in cells, primary screen, cell-based, HeLa CL3-4, BLA complementation, FRET ratio | inhibition, % at 8.4 µM | 200,000 compounds, 0.18% hits | Toll-like receptor 4 (Homo sapiens) + Myeloid differentiation primary response protein … | HeLa CL3-4 TLR4/MyD88 BLA complementation | AID 861, 2007; in the data active = inhibition above about 25%;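 also: 0% = vehicle and 100% = reference inhibitor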
Diaphorase act – compounds boosting diaphorase resazurin reduction – biochemical, uHTS, resorufin fluorescence, counter-screen for diaphorase-coupled primary assays, primary screen | Diaphorase/resazurin coupled assay, 16 min; hits give high values; 1 = vehicle wells, 0 = NADH-free wells | activation factor at 20 µM | 190,000 compounds, 0.005% hits | AID 1229, 2008;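 active = diaphorase activity raised at least twofold by the compound at 20 µM; inactive = activation factor below 2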
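Material: Purified diaphorase enzyme from Clostridium kluyveri | Buffer or medium: 50 mM HEPES pH 7.4 with 4.542 mM MgCl2, 0.005% Tween 20 | Times: 16 min enzyme reaction, ambient temperature | Signal: Red resorufin fluorescence at 544/590 nm excitation/emission | Measure: Increased resorufin signal from activators or reducing compounds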
Diaphorase inh – diaphorase inhibitors and chemical oxidizers, primary screen, counter-screen for diaphorase-coupled primary assays, biochemical, uHTS, resorufin fluorescence | diaphorase resazurin-to-resorufin fluorescence, NADH, 16 min; bacterial (C. kluyveri) enzyme, not human | inhibition, % at 20 µM | 190,000 compounds, 0.69% hits | AID 1217, 2008;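 active = primary screen inhibition at 20 µM above a set limit, cut at about 50% in these data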;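 also: plate controls were DMSO with full reaction for no effect and wells lacking NADH for full effect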
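Detection: fluorescence of resorufin formed from resazurin, Ex 544/Em 590 nm; test system: Clostridium kluyveri diaphorase enzyme; amount: 0.14 U/mL diaphorase, enzyme working solution; times: 16-min room-temperature incubation before reading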
STAT1 blocker – STAT1 signaling inhibitors, primary screen, cell-based, HTS, luciferase reporter. AID 920, 2007. 200,000 compounds, 0.35% hits. inhibition, % at 5.5 µM. NIH 3T3 STAT1-luciferase reporter, IFN-gamma, luminescence;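 active = inhibition above a set limit, the mean inhibition across all tested compounds plus 3 SD, cut at about 34% in these data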;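 also: 0% = IFN-gamma with DMSO and 100% = IFN-gamma with 300 µM nifuroxazide; values of inactives mirror those of a sister screen read the other way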
STAT3 blocker – IL-6 driven STAT3 reporter inhibitors, primary screen, U3A cells, luciferase, luminescence, MLSCN library. IL-6 STAT3-luciferase reporter; host cell line lacks STAT1. inhibition, % at 5.5 µM. 190,000 compounds, 0.89% hits. AID 862, 2007;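 active = inhibition above the mean inhibition across all screened compounds plus 3 SD, cut at about 44% in these data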;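 also: 0% = DMSO only wells and 100% = 100 µM nifuroxazide control wells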
Numbers without * were called inactive; x = no result given. The order is random. Share with any hit: about 6.1%.

SMILES | STAT1 activator | G6PDH CS | STAT3 act | Hsp70 act | APP 5UTR inh | TLR4-MyD88 BLA | Diaphorase act | Diaphorase inh | STAT1 blocker | STAT3 blocker
CCC(=O)N(CC)c1nc(-c2ccc(OC)cc2)cs1 | 143* | 4 | 92 | 0.1 | -77 | -9 | 1 | 5 | -47 | 14
CSc1nc(-c2ccccc2)nc(N2CCN(C)CC2)c1C(C)=O | 100 | 4 | 114 | 0.1 | 13 | -9 | 0.9 | 12 | 0 | -12
Cc1[nH]n2c(=O)cc(Cc3ccccc3)nc2c1C#N | 103 | 7 | 106 | 0.1 | -13 | 0 | 0.9 | 14 | -3 | -4
CCSc1ccc(NC(=O)c2cccnc2)cc1 | 115 | 2 | 83 | 0.2 | -17 | 2 | 0.9 | 7 | -16 | 24
CC(=O)NCCOc1cccc2ccccc12 | 104 | 26 | 102 | -0.3 | -16 | 7 | 0.8 | 22 | -2 | 1
Cc1ccc(OCC(=O)NC2CCCc3ccccc32)c(C)c1 (centres undefined) | 102 | -5 | 95 | -0.2 | -4 | -4 | 0.9 | 6 | -3 | 2
C[C@@H]1O[C@@H](Oc2c(-c3cc(O)c(O)c(O)c3)oc3cc(O)cc(O)c3c2=O)[C@H](O)[C@H](O)[C@H]1O | 97 | 34 | 104 | 0.3 | -6 | -10 | 0.3 | 71* | 3 | -7
COc1ccc(CC(CC(=O)O)C(=O)NCc2ccccc2)cc1 (centres undefined) | 97 | 6 | 103 | 0.1 | -2 | 12 | x | x | 3 | 3
COc1ccc(/C=C/C(=O)Oc2ccc(/C=N/NC(=O)COc3c(C)cccc3C)cc2)cc1 | 106 | -11 | 101 | -0.4 | -14 | 17 | 1 | 2 | -7 | 6
O=C(CSc1nc(-c2ccccc2)c(-c2ccccc2)[nH]1)NCCN1C(=O)CSC1=O | 96 | 0 | 103 | -0.3 | 9 | 4 | 0.8 | 24 | 4 | -1
Cc1ccccc1NC(=O)c1ccc2c(c1)C(=O)N(CCC(C)C)C2=O | 99 | 1 | 97 | -0.1 | -16 | -5 | 0.9 | 13 | 1 | 10
Cc1oc(-c2cccc3ccccc23)nc1CN1CCC[C@H]1CO | 103 | 6 | 104 | -0.4 | -21 | -14 | 1 | 3 | -6 | -3
Cc1nc(SCC(=O)NCc2ccccc2)c2oc3ccccc3c2n1 | 98 | 2 | 98 | -0.5 | 14 | -1 | 0.9 | 11 | 2 | 3
O=C(O)c1ccc(-c2nc(-c3ccccc3)cs2)cc1 | 157* | -1 | 114 | 0.8 | -89 | -6 | 1 | 0 | -61 | -11
O=C(CSc1nc2ncc(Br)cc2[nH]1)Nc1ccc2c(c1)OCO2 | 105 | 1 | 106 | -0.5 | -4 | 5 | 0.8 | 18 | -5 | -4
OCCNC(=S)Nc1ccc2nsnc2c1 | 93 | 34 | 101 | 0.0 | 7 | -7 | 0.5 | 49 | 5 | 10
COc1cc(SC)ccc1C(=O)N(C)Cc1ccccc1 | 98 | 4 | 100 | 0.2 | -17 | -21 | 1.1 | -9 | 2 | 4
Cc1ccc(NC(=O)Nc2sc(=S)n(C)c2C)cc1 | 104 | 2 | 110 | -0.5 | -6 | 10 | 0.9 | 7 | -5 | -6
NC(=O)/C(=C\c1cccnc1)NC(=O)c1ccccc1 | 104 | 5 | 104 | -0.1 | -16 | 10 | 1.2 | -22 | -5 | 8
Fc1cc2ncn(Cc3ccccc3)c2cc1F | 93 | 0 | 96 | 0.2 | -3 | 0 | 0.9 | 12 | 7 | 7
O=C(NCC1CCCO1)C1CCN(C(=O)c2ccc(Br)cc2)CC1 (centres undefined) | 97 | -10 | 99 | -0.1 | -7 | -3 | 0.8 | 19 | 3 | 5
Cc1cc(N2CCN(S(=O)(=O)c3ccc(Br)cc3)CC2)n2ncnc2n1 | 97 | 5 | 119 | -0.3 | -4 | -5 | x | x | 3 | -16
COc1ccc2nc(SCC(=O)NC(C)(C)C)[nH]c2c1 | 111 | 18 | 108 | -0.2 | -6 | 3 | 0.9 | 9 | -12 | -5
Cc1ccc(S(=O)(=O)N2CCC(C(=O)NCCN3CCCCCC3)CC2)cc1 | 94 | 4 | 102 | -0.3 | 6 | -2 | 1.1 | -5 | 6 | 2
O=C(O)C1CCCCC1C(=O)Nc1cccc(Cl)c1Cl (centres undefined) | 105 | 9 | 98 | 0.1 | 3 | -9 | 1 | 1 | -2 | 11
CCOc1ccc(NC(=O)C(C)SC(N)=O)cc1 (centres undefined) | 99 | 0 | 105 | 0.0 | -12 | 11 | 0.7 | 35 | 1 | -2

Molecules listed so far that contain an aryl methoxy group (5):
SMILES | STAT1 activator | G6PDH CS | STAT3 act | Hsp70 act | APP 5UTR inh | TLR4-MyD88 BLA | Diaphorase act | Diaphorase inh | STAT1 blocker | STAT3 blocker
CCC(=O)N(CC)c1nc(-c2ccc(OC)cc2)cs1 | 143* | 4 | 92 | 0.1 | -77 | -9 | 1 | 5 | -47 | 14
COc1ccc(CC(CC(=O)O)C(=O)NCc2ccccc2)cc1 (centres undefined) | 97 | 6 | 103 | 0.1 | -2 | 12 | x | x | 3 | 3
COc1ccc(/C=C/C(=O)Oc2ccc(/C=N/NC(=O)COc3c(C)cccc3C)cc2)cc1 | 106 | -11 | 101 | -0.4 | -14 | 17 | 1 | 2 | -7 | 6
COc1cc(SC)ccc1C(=O)N(C)Cc1ccccc1 | 98 | 4 | 100 | 0.2 | -17 | -21 | 1.1 | -9 | 2 | 4
COc1ccc2nc(SCC(=O)NC(C)(C)C)[nH]c2c1 | 111 | 18 | 108 | -0.2 | -6 | 3 | 0.9 | 9 | -12 | -5

STAT1 activator: entries above that show a hit
structure	STAT1 activator	STAT3 act	Hsp70 act	APP 5UTR inh	TLR4-MyD88 BLA	STAT1 blocker
CCC(=O)N(CC)c1nc(-c2ccc(OC)cc2)cs1	143*	92	0.1	-77	-9	-47
O=C(O)c1ccc(-c2nc(-c3ccccc3)cs2)cc1	157*	114	0.8	-89	-6	-61

Screening results as filed in PubChem.
